AMA1 RON2 block – inhibitors of Plasmodium falciparum AMA1-RON2 interaction; AlphaScreen AMA1-biotinylated RON2 peptide binding; Potency, µM (doses to about 58.2 µM), for inactives: at the highest dose activity change, negative = inhibition, actives largely listed as inhibitors; 360,000 compounds, 0.2% hits; AID 720542;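 note: potency is the fitted concentration of half-maximal effect; 0% = vehicle wells and -100% = peptide control; nearly all actives have a fitted effect of over 45% in size; some results filed as inactive show a strong effect at the top dose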
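AMA1 (3D7) with his tag at 25 nM final met compounds first, then biotinylated RON2 peptide at 25 nM; detection used donor plus acceptor beads, 10 µg/mL apiece, read by AlphaScreen after 30 min at room temperature.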
Sm TGR block – inhibitors of Schistosoma mansoni thioredoxin glutathione reductase. Q962Y6. purified TGR, DTNB reduction, TNB absorbance 405 nm. Potency, µM (highest dose often 114 µM), inactives show at the highest dose activity change, negative = inhibition, most hits filed as inhibitors. 360,000 compounds, 3% hits; note: potency is the fitted concentration of half-maximal effect; nearly all actives have a fitted effect of over 60% in size
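TGR 20 nM + NADPH 100 uM (dispensed conc.), cpd preinc 15 min RT; start with NADPH (500 uM addition) then DTNB (15 mM addition). Kinetic TNB absorbance, 405 nm filter. Four-parameter Hill fit across titration.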
FBPA Giardia inh – Giardia lamblia aldolase inhibition; A8B2U2; purified Giardia FBPA; Potency, µM (top dose mostly 59.6 µM), without a hit: top-dose activity, negative = inhibition, hits mostly inhibitors; 290,000 compounds, 0.71% hits; note: potency is the fitted concentration of half-maximal effect; nearly all actives have a fitted effect of over 55% in size
Target sequence (A8B2U2 whole entry, looked up): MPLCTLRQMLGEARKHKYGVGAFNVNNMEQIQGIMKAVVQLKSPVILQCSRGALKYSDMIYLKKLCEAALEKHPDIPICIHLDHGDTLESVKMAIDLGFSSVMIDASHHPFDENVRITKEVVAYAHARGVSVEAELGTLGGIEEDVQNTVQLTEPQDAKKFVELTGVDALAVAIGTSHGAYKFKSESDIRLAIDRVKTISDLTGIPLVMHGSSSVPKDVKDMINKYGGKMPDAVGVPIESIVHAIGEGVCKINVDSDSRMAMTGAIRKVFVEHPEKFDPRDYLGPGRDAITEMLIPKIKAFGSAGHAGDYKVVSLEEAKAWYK
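40 nM FBPA preincubated 10 min at RT with compound (up to 57.5 uM final), then substrate plus GAPDH/TPI/NAD/arsenate coupling and diaphorase/resazurin added. Fluorescence read after 20 min at RT, 525/598 nm.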
AmpC detergent – blocks E. coli AmpC beta-lactamase in detergent assay. P00811. 370,000 compounds, 0.041% hits. Potency, µM (doses to about 114 µM), for inactives: at the highest dose activity change, negative = inhibition, most hits filed as inhibitors. AmpC hydrolysis of nitrocefin, absorbance 480 nm, 0.01% Triton. AID 485294;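 note: potency is the fitted concentration of half-maximal effect; 0% = no-compound wells and -100% = no-enzyme wells; nearly all actives have a fitted effect of over 25% in size; some results filed as inactive show a strong effect at the top dose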
Target sequence (P00811 whole entry, looked up): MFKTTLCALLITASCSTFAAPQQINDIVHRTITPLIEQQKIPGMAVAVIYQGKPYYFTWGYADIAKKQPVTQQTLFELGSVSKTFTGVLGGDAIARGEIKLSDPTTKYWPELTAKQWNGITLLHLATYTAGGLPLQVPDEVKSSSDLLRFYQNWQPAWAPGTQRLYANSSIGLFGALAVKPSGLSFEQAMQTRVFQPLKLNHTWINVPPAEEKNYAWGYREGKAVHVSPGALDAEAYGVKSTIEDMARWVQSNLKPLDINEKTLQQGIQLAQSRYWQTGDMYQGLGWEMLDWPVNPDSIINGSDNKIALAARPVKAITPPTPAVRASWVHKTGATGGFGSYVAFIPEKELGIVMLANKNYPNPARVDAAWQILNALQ
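20 mM phosphate pH 7.0 + 0.01% (detergent screen) or 0.0001% Triton X-100; 5.3 nM AmpC reagent; cpd preinc 15 min RT; nitrocefin (800 uM stock) to start; A480 q20 s × 4 min; Activity was normalised to no-enzyme and no-compound control wells.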
HCMV antiviral – blocks human cytomegalovirus replication; HFF cells, HCMV-luciferase reporter, 72 h; stronger effect = lower value; activity change, negative = inhibition, % at 57.5 µM; AID 1259415; 410,000 compounds, 4.5% hits; in the data active = activity change below about -60%; inconclusive = no clear call, values can overlap the other calls; inactive = above about -39%
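Screen run at 2 compound doses on HFFs infected with reporter HCMV, MOI 1 PFU/cell. Luciferase activity from cell lysates at 72 h post infection gave inhibition relative to buffer-only and Salinomycin wells.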
AmpC no deterg – AmpC beta-lactamase inhibition without detergent; AmpC nitrocefin hydrolysis, absorbance 480 nm, 0.0001% Triton; Potency, µM (series often up to 57.1 µM), for inactives: at the top dose activity change, negative = inhibition, most hits filed as inhibitors; 330,000 compounds, 0.52% hits; AID 485341;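 note: potency is the fitted concentration of half-maximal effect; plate controls were no compound for no effect and no enzyme for full effect; nearly all actives have a fitted effect of over 20% in size; some results filed as inactive show a strong effect at the top dose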
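20 mM phosphate pH 7.0 + 0.01% (detergent screen) or 0.0001% Triton X-100; 5.3 nM AmpC reagent; cpd preinc 15 min RT; nitrocefin (800 uM stock) to start; A480 q20 s × 4 min; Activity was normalised to no-enzyme and no-compound control wells.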
The depositor's hits bear a star; ? = inconclusive; . = not tested or not shown; [ ] = remark or other dose. Unless noted, calls come from the whole dose curve; as a rule, active = well fitted curve in the direction sought with a large enough effect; inconclusive = small, poorly fitted or top-dose-only effect, or another doubt; inactive = no such curve, though single readings can be large; an effect the other way counts as inactive or inconclusive. Unless noted, % is set by controls: 0 for no effect and ±100 for the full control effect.

SMILES	HCMV antiviral	AmpC no deterg	Sm TGR block	AMA1 RON2 block	FBPA Giardia inh	AmpC detergent
O=C(Nc1ncc2c(n1)-c1ccccc1CC2)c1ccc(Cl)cc1	-39	-18%	-14%	3%	-27%	-10%
C[C@H](CO)N1C[C@H](C)[C@@H](CN(C)S(=O)(=O)c2ccc(F)cc2)Oc2ccc(NC(=O)Nc3ccc4c(c3)OCO4)cc2C1=O	-35	22%	.	-21%	.	.
CCn1c(C)nc2cc(C(=O)NNC(=S)Nc3ccc(Cl)cc3)ccc21	-28	-56%	-5%	116%[activator]	15%	-12%
CCCCN(C(=O)CCNC(=O)NC12CC3CC(CC(C3)C1)C2)c1c(N)n(CCC)c(=O)[nH]c1=O	-6	142%[activator]	17%	-9%	.	-1%
CCCN(CCC)CC(O)Cn1cc(/C=C/C(=O)c2cccs2)c2ccccc21 (stereo not drawn)	-35	61%[activator]	-14%	7%	2%	-3%
Cc1ccc(NC(=O)c2c3c(nc4ccccc24)CCC3)cc1S(=O)(=O)N(C)C	-40	-36%	-9%	-5%	-13%	2%
Cc1sc2ccccc2c1CNC[C@H]1O[C@@H](n2cnc3c(N)ncnc32)[C@H](O)[C@@H]1O	-9	-3%	.	-10%	.	.
COc1ccc(/C=N/NC(=O)c2cccnc2)cc1CN1CCOCC1	0	3%	-8%	1%	-1%	-6%
CC(C)COc1ccc(CNC(=S)NCc2ccccc2)cc1	-82*	-44%	5%	20%	-1%	11%
COc1ccccc1CNC(=O)CCCCn1c(=O)c2ccccc2n(Cc2c(C)cc(C)cc2C)c1=O	4	.	0%	.	.	26%
Cc1cc(C)n2nc(C(=O)OCCOc3ccc(Br)cc3)nc2n1	7	33%	5%	0%	8%	-3%
COCCN(C(=O)COC(=O)CCOc1ccccc1C)c1c(N)n(Cc2ccccc2)c(=O)[nH]c1=O	-35	121%[activator]	-2%	-4%	.	?
O=C(O)C1Sc2[nH]c(=O)sc2C2c3ccc(O)cc3OC(=O)C12 (stereo not drawn)	-28	-21%	-6%	9%	?	-9%
CC(C)CCNC(=O)C(c1ccco1)N(Cc1ccccc1)C(=O)c1snc(C(N)=O)c1N (stereo not drawn)	-20	-6%	-28%	9%	-1%	?
CC(/C=N/N1CCN(c2ccc(C)cc2)CC1)=C\c1ccccc1	?	-27%	-2%	-25%	8%	-10%
COc1ccc(CNC(=O)CSc2cc(=O)n(C)c3ccccc23)cc1	-17	-2%	-2%	23%	-7%	4%
COc1ccc2[nH]c3c(c2c1)CCN1C(=O)C(CC(=O)NCCCN(C)C)C[C@H](C(=O)N2CCCCC2)[C@@]31C (stereo partly drawn)	1	-3%	.	6%	.	.
O=C(CSc1nnc(-c2cccnc2)n1CCc1ccccc1)NCc1ccccc1	-28	-5%	0%	6%	6%	?
O=C(CCS(=O)(=O)c1ccc(F)cc1)Nc1ccc(N2CCN(Cc3ccccc3)CC2)cc1	-15	4%	5%	-1%[11.6 µM]	.	-2%
O=[N+]([O-])c1ccc(NCc2ccc(Cl)cc2)nc1	13	-39%	-3%	-5%	-3%	1%
COc1ccc(Cn2c(-c3ccc(C)cc3)c[n+]3ccccc23)cc1	-97*	9%	-6%	1%	8%	-17%
Cc1ccc(-n2ncc(C#N)c2/N=C/N2CCN(C)CC2)cc1	-5	-22%	-7%	0%	1%	-11%
CCOc1ccc(NC(=O)c2oc3ccccc3c2NC(=O)C(C)Oc2ccccc2)cc1 (stereo not drawn)	24	.	-6%	.	.	-1%
COc1cc2[nH]c(=S)n(NC(=O)c3ccccc3)c(=O)c2cc1OC	4	-17%	7%	53%[activator]	?	-6%
CCOc1ccc(NC(=O)CCNc2c(N3CCCC3)c(=O)c2=O)cc1	-61*	-5%	-1%	-1%	0%	-2%
CCOc1ccc(Cl)cc1S(=O)(=O)N1CCC(C(=O)N2CCCC2)CC1	-1	73%[activator]	2%	11%	.	-4%
CC(=O)c1cccc(Nc2cc(C)nc3nc(-c4ccccc4C)nn23)c1	58	.	-7%	.	.	3%
CCOc1ccc(C(=O)N2CCn3c2nc2ccccc23)cc1	?	-13%	45µM*	6%	0%	2%
CCN(C(=O)COC(=O)CCCOc1ccccc1)c1c(N)n(Cc2ccccc2)c(=O)[nH]c1=O	-17	12%	-2%	6%	.	-3%
O=C(C1CCCN(S(=O)(=O)c2cccc3nsnc23)C1)N1CCCCCC1 (stereo not drawn)	5	53%	1%	-9%	-2%	?

Entries of single compounds as entered above. Order of screens: HCMV antiviral | AmpC no deterg | Sm TGR block | AMA1 RON2 block | FBPA Giardia inh | AmpC detergent
Record of O=C(Nc1ncc2c(n1)-c1ccccc1CC2)c1ccc(Cl)cc1 : -39 | -18% | -14% | 3% | -27% | -10%
Record of CCOc1ccc(NC(=O)CCNc2c(N3CCCC3)c(=O)c2=O)cc1 : -61* | -5% | -1% | -1% | 0% | -2%

(further entries)
SMILES	HCMV antiviral	AmpC no deterg	Sm TGR block	AMA1 RON2 block	FBPA Giardia inh	AmpC detergent
Cc1ccccc1N1CC(C(=O)Nc2ccc(S(=O)(=O)NCC3CCCO3)cc2)CC1=O (stereo not drawn)	-15	24%	8%	-1%	-1%	-14%
O=S(=O)(NCCNS(=O)(=O)c1cccs1)c1cccs1	-10	-14%	-23%	-20%	-3%	-12%
COc1ccc2cc(C#N)c(N3CCOCC3)nc2c1	-11	1%	0%	12%	4%	-11%
O=C(c1ccccc1)c1ccc(C(=O)N2CCCC(C(F)(F)F)C2)cc1 (stereo not drawn)	4	-6%	-31%	-4%	.	?
O=C(Nc1ccc2ccccc2c1)c1cnccn1	104	-7%	-16%	45%[activator]	-28%	-11%
O=C(N/N=C/c1ccccc1)c1n[nH]c2c1CCCC2	9	-20%[11.4 µM]	7%	5%	1%	-15%
NC(=O)CC(NC(=O)Cc1cccc2ccccc12)c1ccc(N2CCCCCCC2)c([N+](=O)[O-])c1 (stereo not drawn)	28	21%	-26%	-6%	12%	?
CCOc1ccc(-n2cc(-c3ccc(OC)c(OC)c3)[nH]c2=S)cc1	-22	0%	-31%	60%[activator]	0%	-2%
Cc1cc(=O)[nH]c(SCc2cccc3cccnc23)n1	40	-2%	6%	12%	-1%	3%
COc1cccc(NC(=O)C2CCC(CNS(=O)(=O)c3ccc4c(c3)CCCC(=O)N4)CC2)c1 (stereo not drawn)	-26	.	-1%	.	.	3%
Cc1ccc(C)c(S(=O)(=O)Nc2ccc(C(=O)NCC(c3ccco3)N3CCCCC3)cc2)c1 (stereo not drawn)	-6	5%	13%	1%	1%	9%
COC(=O)c1cc(N=C(N)N=C(N)N)cc(C(=O)OC)c1	45	-14%	5%	3%	4%	5%
COC(=O)c1ccc(NC(=O)CCc2c(C)nn(-c3ccc(N4CCCCC4)nn3)c2C)cc1	-31	.	0%	.	.	17%
CN(Cc1ccccc1)C(=O)c1[nH]cnc1C(=O)Nc1cccc(Cl)c1	11	-1%	1%	37%[activator]	.	7%
CCOC(=O)/C(C#N)=C/c1cccn1-c1ccc(Cl)cc1	-9	-14%	1%	-3%	1%	-9%
COc1cc(C=O)ccc1OCCSc1ccc(C)cc1	61	-1%	7%	14%	0%	?
N#Cc1cccc(C(=O)Nc2ccccc2C(=O)NC2CC2)c1	-11	-3%	-1%	17%	.	0%
Cc1ccc(N2CCN(c3cc(C)nc4c(-c5ccc(Cl)cc5)c(C)nn34)CC2C)cc1 (stereo not drawn)	?	.	-8%	.	.	0%
CC(C)(C)OC(=O)N1CCC(c2c(C(=O)NCc3ccc4c(c3)OCO4)cnn2-c2ccc(F)cc2F)CC1	0	.	-1%	.	.	7%
COc1ccc(CCn2c(=O)c3cccnc3n(Cc3cccc([N+](=O)[O-])c3)c2=O)cc1OC	-4	-18%	-2%	-5%	0%	6%
Cc1cc(C2(c3ccc(O)c(C)c3)OC(=O)c3ccccc32)ccc1O	-29	-13%	?	-22%	16%	-8%
CCOC(=O)c1ccc2nc(NC(C)=O)sc2c1	118	-4%	-6%	-2%	1%	2%
Cc1ccc(OCCN2CCOCC2)cc1C	16	-6%	2%	0%	-1%	-11%
O=C(NCc1ccco1)c1nc2c(nnn2Cc2ccccc2Cl)c(=O)[nH]1	-98*	-27%	-15%	19%	-4%	-1%
O=C(CCN=C1NS(=O)(=O)c2ccccc21)OCc1cccc(Cl)c1	-1	-26%	-1%	-8%	.	-6%
Cc1cc(C)nc(NC(=O)CSc2nc3cc(Cl)ccc3s2)n1	38	-27%	-2%	-8%	2%	-10%
Cc1c(C(=O)N(CCO)Cc2ccccc2)oc2c(F)cccc12	40	15%	-31%	-4%	-23%	?
O=C(CSc1nc(=O)n2cc(Cl)ccc2n1)NCCc1ccccc1	1	-37%	2%	-4%	.	?

7 entries out of the list, ordered by formula weight, smallest number first.
SMILES	HCMV antiviral	AmpC no deterg	Sm TGR block	AMA1 RON2 block	FBPA Giardia inh	AmpC detergent
CCOC(=O)/C(C#N)=C/c1cccn1-c1ccc(Cl)cc1	-9	-14%	1%	-3%	1%	-9%
Cc1cc(C2(c3ccc(O)c(C)c3)OC(=O)c3ccccc32)ccc1O	-29	-13%	?	-22%	16%	-8%
O=S(=O)(NCCNS(=O)(=O)c1cccs1)c1cccs1	-10	-14%	-23%	-20%	-3%	-12%
CCOc1ccc(-n2cc(-c3ccc(OC)c(OC)c3)[nH]c2=S)cc1	-22	0%	-31%	60%[activator]	0%	-2%
Cc1cc(C)nc(NC(=O)CSc2nc3cc(Cl)ccc3s2)n1	38	-27%	-2%	-8%	2%	-10%
O=C(CCN=C1NS(=O)(=O)c2ccccc21)OCc1cccc(Cl)c1	-1	-26%	-1%	-8%	.	-6%
COc1cccc(NC(=O)C2CCC(CNS(=O)(=O)c3ccc4c(c3)CCCC(=O)N4)CC2)c1 (stereo not drawn)	-26	.	-1%	.	.	3%

Source: PubChem BioAssay (National Center for Advancing Translational Sciences (NCATS))
